Assay outcomes (PubChem)
TRPC6 act: activators of mouse TRPC6 channel. B-score at 10 µM. Q61143. AID 2550. 310,000 compounds, 0.13% hits. HEK293-TRPC6 membrane potential dye fluorescence; stronger effect = higher value;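 active = B-score of the integrated fluorescence ratio above library mean plus 3 SD, and starting fluorescence ratio within library mean plus 5 SD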;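 note: higher score means more depolarization so channel activation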
RGS4 inh: human RGS4 inhibition. P49798. HEK293 M3R/RGS4 inducible, Fluo-4 calcium flux; stronger effect = higher value; triggered by carbachol at its EC20. B-score at 10 µM. 310,000 compounds, 0.45% hits. AID 463165;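 active = B-score, a plate-corrected calcium signal, over three deviations above library mean, with baseline fluorescence within five deviations of library mean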;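 note: RGS4 expression induced by doxycycline in cells with stable M3 receptor; B-score is computed from the integrated fluorescence ratio over baseline after carbachol; higher B-score means a larger calcium signal and so more RGS4 inhibition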
MrgX1 allo act: allosterically activates human MrgX1 receptor signaling. Q96LB2. 310,000 compounds, 0.63% hits. MrgX1-HEK293, Fluo-4 calcium flux, FDSS; stronger effect = higher value. B-score at 10 µM;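 active = plate-corrected calcium response at least 3 library SD above typical, normal starting fluorescence, not activating the receptor alone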;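 note: compound read alongside a low EC10 to EC30 dose of BAM8-22 agonist; peak minus trough fluorescence over baseline measured at the second addition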
TRPC6 inh: mouse TRPC6 channel inhibition | AID 2553 | B-score at 10 µM | 310,000 compounds, 1.1% hits | HEK293-TRPC6, membrane potential dye, ACh-evoked depolarization; stronger effect = lower value;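 active = B-score under library mean minus 3 SD, initial fluorescence not abnormally high, positive integrated signal ratio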;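 note: B-score derived from integrated fluorescence ratio over the kinetic read; more negative B-score means stronger inhibition of depolarization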
MrgX1 antagonist: blocks BAM8-22 activation of human MrgX1 receptor; Q96LB2; MRGX1-HEK293 calcium flux, Fluo-4, BAM8-22 antagonism; stronger effect = lower value; B-score at 10 µM; 310,000 compounds, 1.3% hits;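 active = calcium-response B-score plate-corrected more than 3 library SD below zero, starting fluorescence within 5 deviations, no agonist response on first addition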;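 note: peak minus trough fluorescence over baseline after final BAM8-22 challenge near maximal dose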
RGS4 act: RGS4 potentiation or activation | B-score at 10 µM | 310,000 compounds, 0.92% hits | HEK293 M3R/inducible RGS4, carbachol calcium flux Fluo4; stronger effect = lower value | AID 463111;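 active = B-score of the integrated calcium signal more than 4 SD below the library mean, with starting fluorescence not abnormally high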;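 note: negative B-score means reduced calcium response which marks RGS4 activation or potentiation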
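test system = HEK293 cells with stable M3R and inducible RGS4 | schedule = recording 10 s baseline at 1 Hz, 100 s post-agonist | technique = Fluo4-AM (2 µM) calcium-flux fluorescence, kinetic read | measure = Agonist-evoked peak-minus-minimum fluorescence over baseline, integrated ratio, B score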
SKKanGAS inh: inhibitors of SKKanGAS S. pyogenes growth in kanamycin (SK-promoter or general growth effect); BacTiter-Glo, 6 h; inhibition, % at 7.5 µM; 300,000 compounds, 1.3% hits;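 active = mean replicate score, as percent of positive control median, at least 50; inconclusive = mean below 50 but one replicate at or above 50; inactive = mean and every replicate below 50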;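 note: strain carries kanamycin resistance gene driven by streptokinase promoter and grows in 40 µg/ml kanamycin; loss of luminescence reflects streptokinase promoter inhibition or plain growth inhibition; 0% = median of DMSO wells and 100% = positive control at its reference dose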
TMEM16A inh: blocks the mouse calcium-activated chloride channel TMEM16A; 310,000 compounds, 1.2% hits; Q8BHY3; AID 588511; HEK293 TMEM16A/YFP iodide influx fluorescence, ionomycin; normalized B-score (activity score, 25-100; higher = stronger inhibition) at 10 µM;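 active = ratio plate-corrected score three or more library SD toward inhibition, starting fluorescence score within five deviations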;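 note: score derived from kinetic fluorescence span divided by baseline fluorescence per well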
Target sequence (Q8BHY3 whole entry, looked up): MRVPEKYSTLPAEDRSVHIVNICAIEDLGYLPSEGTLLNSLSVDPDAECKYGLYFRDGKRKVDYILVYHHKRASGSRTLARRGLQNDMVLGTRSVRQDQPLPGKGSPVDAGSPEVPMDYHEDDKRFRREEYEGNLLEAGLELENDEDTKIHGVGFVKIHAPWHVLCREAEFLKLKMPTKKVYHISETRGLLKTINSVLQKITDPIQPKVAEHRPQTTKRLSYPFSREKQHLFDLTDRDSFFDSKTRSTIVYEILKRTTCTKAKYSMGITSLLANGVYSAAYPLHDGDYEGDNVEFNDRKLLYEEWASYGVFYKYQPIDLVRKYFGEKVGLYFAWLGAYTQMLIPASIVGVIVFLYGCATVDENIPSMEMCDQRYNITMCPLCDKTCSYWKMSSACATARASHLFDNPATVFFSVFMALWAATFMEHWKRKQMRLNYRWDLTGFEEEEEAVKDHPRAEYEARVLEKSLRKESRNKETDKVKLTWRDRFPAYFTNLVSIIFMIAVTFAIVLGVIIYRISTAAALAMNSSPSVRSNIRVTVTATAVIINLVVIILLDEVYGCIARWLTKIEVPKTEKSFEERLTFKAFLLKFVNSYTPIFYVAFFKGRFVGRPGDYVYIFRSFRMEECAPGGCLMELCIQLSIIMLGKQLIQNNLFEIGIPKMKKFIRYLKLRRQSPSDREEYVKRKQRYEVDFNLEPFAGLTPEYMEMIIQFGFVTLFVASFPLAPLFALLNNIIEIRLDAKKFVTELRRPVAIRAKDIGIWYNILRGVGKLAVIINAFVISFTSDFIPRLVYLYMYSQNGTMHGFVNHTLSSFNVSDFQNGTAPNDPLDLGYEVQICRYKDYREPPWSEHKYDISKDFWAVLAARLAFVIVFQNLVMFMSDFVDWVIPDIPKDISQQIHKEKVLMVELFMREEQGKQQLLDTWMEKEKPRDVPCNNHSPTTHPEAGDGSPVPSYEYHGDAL
TMEM16A act: mouse TMEM16A channel activation, primary screen; 340,000 compounds, 0.3% hits; Q8BHY3; B-score at 10 µM; HEK293 TMEM16A/YFP-H148Q/I152L, iodide quench fluorescence; stronger effect = lower value;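 active = fluorescence-ratio B-score plate-corrected deviation score at least 3 library SD below zero, with starting fluorescence score within 5 deviations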;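 note: channel opened by trigger with iodide after compound preincubation; score built on the fluorescence ratio of max minus min over baseline; more negative score means more quench and so TMEM16A activation or potentiation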
MrgX1 agonist: human MrgX1 receptor agonism, primary screen | B-score at 10 µM | Q96LB2 | MrgX1-HEK293 cells, Fluo-4 calcium fluorescence, agonist mode; stronger effect = higher value | AID 588627 | 310,000 compounds, 0.44% hits;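 active = calcium response B-score plate-corrected fluorescence ratio at least 3 library SD, with starting fluorescence B-score inside 5 SD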
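Test system: HEK293 cells stably expressing human MrgX1 receptor; Input: fifteen thousand cells per well; Dosing: compound delivered in addition one of three; Schedule: overnight seeding, then 1 h dark dye loading; Technique: Fluo-4 NW calcium fluorescence; Measure: B-scored fluorescence response ratio; Controls: positive and negative controls per plate.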
HDAC3 inhib: blocks human histone deacetylase 3; AID 2718; 320,000 compounds, 0.15% hits; recombinant HDAC3, fluorogenic peptide/trypsin coupled, fluorescence; inhibition, % at 8.3 µM; O15379; in the data active = inhibition above about 26%, passing the limit was not always enough; inconclusive = no clear call, values can overlap the other calls
* marks the source's active call; other numbers are inactive results; i = inactive; ? = inconclusive; . = no result given.

SMILES	TRPC6 act	RGS4 inh	MrgX1 allo act	TRPC6 inh	MrgX1 antagonist	RGS4 act	SKKanGAS inh	TMEM16A inh	TMEM16A act	MrgX1 agonist	HDAC3 inhib
O=C(CN(c1ccccc1)S(=O)(=O)c1ccccc1[N+](=O)[O-])Nc1cccnc1	i	i	i	i	i	i	-3	i	i	i	0
CN(C)CCCN(C(=O)c1ccc(S(=O)(=O)N2CCc3ccccc3C2)cc1)c1nc2c(F)cc(F)cc2s1	i	i	i	i	i	i	8	i	i	i	8
CC(Sc1nnc(-c2cccs2)n1-c1ccccc1)C(=O)NCc1ccc2c(c1)OCO2 (stereo not drawn)	i	i	i	i	i	i	-5	i	i	i	4
COc1ccc(NC(=S)N(Cc2cccnc2)Cc2ccco2)cc1	i	i	i	i	i	i	-3	i	i	i	4
O=C(C1CCCN1S(=O)(=O)c1cccc2cccnc12)N1CCn2c1nc1ccccc12 (stereo not drawn)	i	i	i	i	i	i	-2	i	i	i	-8
O=C(/C=C\c1ccccc1OC(=O)c1ccccc1F)c1cc2ccccc2o1	i	i	i	-7.1*	i	i	-6	i	i	i	3
COc1cc2[nH]c(=S)n(C3CCN(Cc4ccccc4)CC3)c(=O)c2cc1OC	i	i	i	i	i	i	-3	i	i	i	3
Nc1ccc2c(c1)C(=O)N(CCCC(=O)O)C2=O	i	i	i	i	i	i	-13	i	i	i	0
Nc1nc2ccccc2nc1N1CCCC1	i	i	i	i	i	i	0	i	i	i	2
COc1ccc2nc(NC(=O)c3cccc(OCc4c(C)noc4C)c3)sc2c1	i	i	i	i	i	i	34	i	i	i	4
O=C(COC(=O)c1cnccn1)N=c1sccn1Cc1ccccc1Cl	i	i	i	i	i	i	1	i	i	i	-3
COc1cccc(Cn2c(=O)c3[nH]cnc3n(-c3ccccc3C)c2=O)c1	i	i	i	i	i	i	5	i	i	i	5
CCOc1ccccc1NC(=O)c1cccc(S(=O)(=O)N(Cc2ccccc2)c2ccccc2OC)c1	i	i	i	i	i	i	10	i	i	i	14
C=CCNc1nc(C(=O)OCC(=O)Nc2c(Cl)cccc2C(F)(F)F)cs1	i	i	i	i	i	i	-1	i	i	i	-1
COc1ccc(CCN(C)Cc2nc(Cc3ccc(OC)c(OC)c3)no2)cc1OC	i	i	i	i	i	i	-8	i	i	i	.
Cc1noc(C)c1Cc1ccc(O)cc1	i	i	i	i	i	i	-1	i	i	i	-1
Cc1cccc(Nc2nc(N3CCCCC3)nc(N3CCCCC3)n2)c1	i	9.7*	i	i	i	i	31	i	i	i	5
COc1cc(CNc2ccc(N3CCN(C(C)=O)CC3)cc2)ccc1OCc1ccc(F)cc1	i	i	i	i	i	i	-1	i	i	i	?
COc1ccc(NC(=O)c2ccc(Cc3ccc(C)cc3)o2)cc1	i	i	i	i	i	i	1	25*	i	i	-2
O=C(Nc1nncs1)C1CC(=O)N(C2CCCC2)C1 (stereo not drawn)	i	i	i	i	i	i	2	i	i	i	3
COc1ccc(NC(=S)NC(C)C(c2ccccc2)N2CCOCC2)cc1 (stereo not drawn)	i	i	i	i	i	i	-5	i	i	i	2
COc1ccc(S(=O)(=O)NC2CCCC2)c(Cl)c1Cl	i	i	i	i	i	i	-2	i	i	i	5
Cc1cccc(C(=O)N2CCN(Cc3ccc4c(c3)OCO4)CC2)c1	i	i	i	i	i	i	-2	i	i	i	11
Cc1ccc(OCC(=O)Nc2ccc(C)c(S(=O)(=O)N3CCCCCC3)c2)c([N+](=O)[O-])n1	i	i	i	i	i	i	3	i	i	i	-1
O=C(Nc1cccc(NC(=O)c2ccccc2Cl)c1)c1ccco1	i	i	i	i	i	i	3	i	i	i	0
O=C(CCCN1C(=O)/C(=C/c2cccc(Br)c2)SC1=S)NCCCN1CCOCC1	i	i	i	i	i	i	3	i	i	i	8
Cc1ccc2c(Cl)cc(Cl)c(OCC(=O)OCC(=O)Nc3ccc(C#N)cc3)c2n1	i	i	i	i	i	i	1	i	i	i	-6
Cc1ccc(S(=O)(=O)N(CC(O)CN(C)C)c2ccccc2)cc1 (stereo not drawn)	i	i	i	i	i	i	4	i	i	i	0
O=c1[nH]c(-c2cccs2)nc2ccccc12	i	i	i	i	i	i	0	i	i	i	-8
Cc1sc(NC(=O)c2ccco2)c(CN2CCN(Cc3ccccc3)CC2)c1C	i	i	i	i	i	i	12	i	i	i	4
CC(C)C[C@H](NC(=O)C1(c2ccccc2)CCN(C(=O)OC(C)(C)C)CC1)C(=O)N1CCC[C@H]1C(=O)O	i	i	i	i	i	i	1	i	i	i	3
C#CCOCCOCCOCCNc1nc(N2CCOCC2)nc(N2CCN(C(=O)[C@H](CCCCN)n3cc([C@@H](N)CO)nn3)CC2)n1	i	i	i	i	i	i	1	i	i	i	3
Cc1cccc(NC(=O)CCCNC(=O)c2ccc(Cl)cc2)n1	i	i	i	i	i	i	2	i	i	i	1
COc1ccc(CN(CCCN2CCOCC2)C(=O)Nc2cccc(Cl)c2)cc1OC	i	i	i	i	i	i	-6	i	i	i	0
O=C(c1cc2nc(-c3ccco3)cc(C(F)(F)F)n2n1)N1CCN(c2ccccn2)CC1	i	i	i	i	i	i	4	i	i	i	-2
COc1ccc(S(=O)(=O)N(CC(=O)N2CCN(C)CC2)c2ccc(C)cc2)cc1Br	i	i	.	i	.	i	5	.	i	.	.
COc1ccccc1-c1nc(C(=O)NCC2CCCO2)cc2c1[nH]c1ccccc12 (stereo not drawn)	i	i	i	i	i	i	9	i	i	i	-8
O=C(NCc1cccc(Br)c1)C1CC(c2ccccc2[N+](=O)[O-])=NO1 (stereo not drawn)	i	i	i	i	i	i	1	i	i	i	6
CSc1ccccc1C(=O)C1CCCN(C(=O)NC(C)C)C1 (stereo not drawn)	i	i	i	i	i	i	-6	i	i	i	-6
CC(=O)c1c(C)[nH]c(C(=O)Nc2ccccn2)c1C	i	i	i	i	i	i	-2	i	i	i	-5
CCn1c(C)nc2cc(S(=O)(=O)N3CCCCC3)ccc21	i	i	i	i	i	i	-2	i	i	i	-6
O=C(COc1ccc(Oc2ccccc2)cc1)NCc1cn2ccccc2n1	i	i	i	i	i	i	-12	i	i	i	-4
Cc1ccc(S(=O)(=O)N(CC(O)CN2CCCCC2)c2cccc([N+](=O)[O-])c2)cc1 (stereo not drawn)	i	i	i	i	i	i	4	i	i	i	1
Cc1cc(C)cc(OCC(=O)Nc2ccc(S(=O)(=O)Nc3ccccn3)cc2)c1	i	i	i	i	i	i	-5	i	i	i	-9
S=c1[nH]c(-c2ccc(Br)cc2)cn1CCc1ccccc1	i	i	i	i	i	i	6	i	i	i	1
CC1=NCCN1S(=O)(=O)c1cccc([N+](=O)[O-])c1	i	i	i	i	i	i	-9	i	i	i	5
CCn1cc(C(=O)OCC(=O)OC2CC(C)CCC2C(C)C)c(=O)c2ccc(C)nc21 (stereo not drawn)	i	i	i	i	i	i	14	25*	i	i	9
COc1cccc(NC(=O)CSc2nc3c(oc4ccccc43)c(=O)[nH]2)c1	i	i	i	i	i	i	23	i	i	i	2
Cc1cc(=O)n2[nH]c(N)c(N=Nc3ccccc3)c2n1	i	i	i	i	i	i	0	i	i	i	-5
CCOC(=O)N1CCN(c2nc3ccccn3c(=O)c2C=O)CC1	i	i	i	i	i	i	-4	i	i	i	3
CCOC(=O)c1sc(Nc2nc3c(F)cccc3s2)cc1C	i	i	i	i	i	i	-2	i	i	i	-2
O=c1cc2c(nn1Cc1ccc(F)cc1)-c1ccccc1CC2	i	i	i	i	i	i	9	i	i	i	5
CCOC(=O)C(NC(C)=O)(N1CCc2ccccc2C1)C(F)(F)F (stereo not drawn)	i	i	i	i	i	i	-5	i	i	i	1
Cc1cc(C)c(C(=O)COC(=O)c2ccc(NC(=O)CC#N)cc2)cc1C	i	i	i	i	i	i	5	i	i	i	-4
CSCC[C@H](NC(=O)CCn1nnc2ccccc2c1=O)C(=O)O	i	i	i	i	i	i	2	i	i	i	2
O=C(c1ccco1)N1N=C(c2ccncc2)CC1(O)C(F)(F)F (stereo not drawn)	i	i	i	i	i	i	-5	i	i	i	6
CCCc1cc(-c2[nH]ncc2-c2ccc(C(=O)OCC)o2)c(O)cc1O	i	i	i	i	i	i	-1	i	i	i	-2
CN1CC(=O)Nc2ccc([N+](=O)[O-])cc2C1=O	i	i	i	i	i	i	6	i	i	i	4
O=C(COC(=O)c1ccc(Cl)c(S(=O)(=O)N2CCOCC2)c1)NCc1ccco1	i	i	i	i	i	i	-8	i	i	i	2
CC1CC(=O)c2cnc(N)nc2C1 (stereo not drawn)	i	i	i	i	i	i	-8	i	i	i	-10
(list continues)
SMILES	TRPC6 act	RGS4 inh	MrgX1 allo act	TRPC6 inh	MrgX1 antagonist	RGS4 act	SKKanGAS inh	TMEM16A inh	TMEM16A act	MrgX1 agonist	HDAC3 inhib
COc1ccc(-n2c(SCC(=O)C(C)(C)C)nc3ccsc3c2=O)cc1	i	i	i	i	i	i	0	i	i	i	-1
O=C(CCCOc1ccccc1)Nc1ccncc1	i	i	i	i	i	i	0	i	i	i	-3
Cc1cc(NC(=O)CSc2ncccn2)no1	i	i	i	i	i	i	0	i	i	i	1
Cc1cc(C(=O)N2CCCCCC2)cs1	i	i	i	i	i	i	7	i	i	i	-10
CCOC(=O)N1CCN(C(=O)CS(=O)(=O)c2cn(Cc3ccc(F)cc3)c3ccccc23)CC1	i	i	i	i	i	i	-10	i	i	i	4
CCc1cc(C(=O)OC)c(NC(=O)c2ccoc2C)s1	i	i	i	i	i	i	-12	i	i	i	-6
O=S(=O)(c1ccc(Cl)cc1)N1CCNCC1	i	i	i	i	i	i	16	i	i	i	-3
COc1ccc(Cc2noc(-c3ccc([N+](=O)[O-])cc3)n2)cc1OC	i	i	i	i	i	i	6	i	i	i	2
O=C(Nc1ccc(F)cc1)Nc1nnc(COc2ccccc2F)s1	i	i	i	i	i	i	-9	i	i	i	-6
